Compound activity from PubChem.
hIAP act: human IAP activators, primary screen, biochemical, luminescence, uHTS. Intestinal-type alkaline phosphatase (Homo sapiens), P09923. purified human IAP, CDP-Star luminescence, 30 min; stronger effect = higher value; 1 = vehicle-only enzyme, 0 = enzyme-free background. activation factor at 10 µM. actives 0.16% (n = 330,000). AID 2524, 2010;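 active means activation factor of the enzyme at least 2-fold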; further: the source names both 10 and 20 µM as test concentration; values of inactives mirror those of a sister screen read the other way
Target sequence (P09923 whole entry, looked up): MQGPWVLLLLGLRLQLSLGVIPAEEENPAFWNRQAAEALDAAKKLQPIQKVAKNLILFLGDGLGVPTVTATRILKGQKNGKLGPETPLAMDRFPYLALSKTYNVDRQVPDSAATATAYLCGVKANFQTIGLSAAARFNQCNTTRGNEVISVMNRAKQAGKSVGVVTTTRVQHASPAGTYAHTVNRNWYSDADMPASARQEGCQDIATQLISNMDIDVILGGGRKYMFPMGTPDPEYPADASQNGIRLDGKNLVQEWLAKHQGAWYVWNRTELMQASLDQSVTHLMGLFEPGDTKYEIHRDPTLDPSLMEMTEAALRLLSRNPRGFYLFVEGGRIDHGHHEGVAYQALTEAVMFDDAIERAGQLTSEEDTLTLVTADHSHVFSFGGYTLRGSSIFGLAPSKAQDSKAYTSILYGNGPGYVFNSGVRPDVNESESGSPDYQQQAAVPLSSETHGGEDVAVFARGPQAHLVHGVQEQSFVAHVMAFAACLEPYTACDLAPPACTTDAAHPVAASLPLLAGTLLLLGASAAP
ATG4B inhibitor: ATG4B protease inhibitors, primary screen, biochemical, fluorescence, uHTS; actives 0.51% (n = 340,000); inhibition, % at 8.33 µM; AID 504462, 2011; Cysteine protease ATG4B (Homo sapiens), Q9Y4P1; ATG4B cleavage of LC3-PLA2, NBD-HPC fluorescence, 1 h; in the data active means inhibition above about 40%
Target sequence (Q9Y4P1 whole entry, looked up): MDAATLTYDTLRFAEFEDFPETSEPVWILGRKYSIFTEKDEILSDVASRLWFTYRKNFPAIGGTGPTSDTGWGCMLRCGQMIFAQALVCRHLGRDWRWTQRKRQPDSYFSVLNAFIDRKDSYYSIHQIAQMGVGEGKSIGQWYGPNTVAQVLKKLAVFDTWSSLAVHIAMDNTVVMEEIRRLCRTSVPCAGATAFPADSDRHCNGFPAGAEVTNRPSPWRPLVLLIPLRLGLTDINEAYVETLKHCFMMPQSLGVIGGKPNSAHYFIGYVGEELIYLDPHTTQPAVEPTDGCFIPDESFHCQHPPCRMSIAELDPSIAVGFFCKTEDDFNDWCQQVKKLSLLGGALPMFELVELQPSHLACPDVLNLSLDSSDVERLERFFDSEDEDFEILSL
mIAP inh: inhibitors of mouse IAP, primary screen, biochemical, luminescence, uHTS. intestinal alkaline phosphatase [Mus musculus]. actives 0.2% (n = 330,000). inhibition, % at 10 µM. purified mouse IAP, CDP-Star luminescence, 30 min;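 active means inhibition of at least 40% at 10 µM in the primary screen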;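 further: plate controls were DMSO with enzyme for no effect and no enzyme wells for full effect; values of inactives mirror those of a sister screen read the other way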
HKDC1 inh: HKDC1 hexokinase inhibitors, primary screen, biochemical, fluorescence, uHTS. Q2TB90. recombinant HKDC1, G6PDH/diaphorase resazurin coupled fluorescence. inhibition, % at 20 µM. actives 0.16% (n = 340,000). AID 493160, 2011;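 active means inhibition above about 35% when tested at 20 µM, limit read from the data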;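 further: plate controls were DMSO wells with enzyme for no effect and DMSO wells lacking enzyme for full effect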
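test system = in-house recombinant HK5 (HKDC1) enzyme | amount = HKDC1 at 5 µg/mL | control set = DMSO-enzyme wells negative, buffer-substituted wells positive | compound = one dose of 20 µM, 1% DMSO | schedule = reaction time 90 min, room temperature, protected from light | technique = resorufin fluorescence at 613 nm | reagent = glucose with 1 mM ATP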
hIAP block: human IAP inhibitors, primary screen, biochemical, luminescence, uHTS; Intestinal-type alkaline phosphatase (Homo sapiens), P09923; actives 0.12% (n = 330,000); purified IAP, CDP-Star luminescence, 30 min; inhibition, % at 10 µM; AID 2544, 2010;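 active means inhibition reaching a set limit with compound at 10 µM in the primary screen, cut at about 35% in these data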;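 further: plate controls were DMSO wells with enzyme for no effect and no-enzyme buffer wells for full effect; values of inactives mirror those of a sister screen read the other way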
PfG6PD inh: PfG6PD enzyme inhibitors, primary screen, biochemical, fluorescence intensity, uHTS; glucose-6-phosphate dehydrogenase-6-phosphogluconolactonase (Plasmodium falciparum 3D7); PfGluPho enzyme, NADPH resazurin-diaphorase fluorescence; inhibition, % at 20 µM; actives 0.78% (n = 350,000); AID 504690, 2011;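 active means inhibition reaching at least a set limit at 20 µM in the primary screen, cut at about 59% in these data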;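 further: 0% = DMSO wells with substrate and 100% = DMSO wells lacking glucose-6-phosphate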
mIAP act: activators of mouse IAP, primary screen, biochemical, luminescence, uHTS. intestinal alkaline phosphatase [Mus musculus]. muIAP, CDP-Star luminescence, 30 min; stronger effect = higher value; 1 = vehicle-only enzyme signal, 0 = enzyme-free wells. activation factor at 10 µM. actives 0.24% (n = 330,000). AID 2805, 2010;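 active means activation factor of at least 2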; further: the source names both 10 and 20 µM as test concentration; values of inactives mirror those of a sister screen read the other way
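Assay system: mouse IAP enzyme / Compound: DMSO-dissolved test compounds / Timing: 30 min, room temperature / Measured by: luminescence from enzymatic CDP-Star hydrolysis / Control set: DMSO-only wells, enzyme-free buffer wells as negative control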
APOBEC3A inh: APOBEC3A ssDNA deaminase inhibitors, primary screen, selectivity assay for APOBEC3G inhibitor project, biochemical, FAM/TAMRA oligo cleavage fluorescence; DNA dC->dU-editing enzyme APOBEC-3A (Homo sapiens), P31941; recombinant A3A, FAM/TAMRA ssDNA deamination fluorescence; inhibition, % at 20 µM; actives 0.41% (n = 330,000); AID 493011, 2011;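 active means at least 40% inhibition at 20 µM here, with at most 30% in a related deaminase screen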;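 further: plate controls were A3A with DMSO for no effect and wells lacking A3A enzyme for full effect; some results filed as inactive read as strong as hits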
Target sequence (P31941 whole entry, looked up): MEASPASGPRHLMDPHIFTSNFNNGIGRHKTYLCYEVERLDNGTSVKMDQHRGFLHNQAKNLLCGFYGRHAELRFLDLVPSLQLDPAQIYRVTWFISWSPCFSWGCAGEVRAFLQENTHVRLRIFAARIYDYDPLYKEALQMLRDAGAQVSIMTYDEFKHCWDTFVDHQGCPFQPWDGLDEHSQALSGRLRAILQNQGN
* marks the source's active call; other numbers are inactive results; / = not tested or not shown.

Preview, 2 compounds:
SMILES	hIAP act	ATG4B inhibitor	mIAP inh	HKDC1 inh	hIAP block	PfG6PD inh	mIAP act	APOBEC3A inh
Cc1cc(=O)n(CC(=O)O)c2ccccc12	0.99	-5	-8	-13	1	8	1.1	-1
Cc1cnc(NC(=O)CSc2nnc(Cc3ccccc3)o2)s1	1.2	4	-4	0	-16	-17	1	-9

The list itself, previewed entries included:
SMILES	hIAP act	ATG4B inhibitor	mIAP inh	HKDC1 inh	hIAP block	PfG6PD inh	mIAP act	APOBEC3A inh
Cc1cc(=O)n(CC(=O)O)c2ccccc12	0.99	-5	-8	-13	1	8	1.1	-1
Cc1cnc(NC(=O)CSc2nnc(Cc3ccccc3)o2)s1	1.2	4	-4	0	-16	-17	1	-9
CN(C)CCCNC(=O)/C(=N\O)c1ccccc1	0.94	-4	5	-3	6	-11	0.95	-2
COc1cc(CCC(=O)N2CCN(c3cccc(C)c3C)CC2)cc(OC)c1OC	1.1	8	5	-5	-10	-1	0.95	18
CCCc1cc(C(=O)N2CCN(c3ccccc3C)CC2)cs1	1.1	23	7	2	-6	-1	0.93	-3
Cc1c(C(=O)Oc2cccc3ccccc23)cnn1-c1ccccc1	0.98	7	-7	3	2	18	1.1	-1
CCOC(=O)CN1N=C(c2ccc(Cl)s2)CSC1=O	1.1	-6	-9	-6	-6	0	1.1	0
CN(Cc1ccc(Cl)c(Cl)c1)C(=O)c1cccc(S(=O)(=O)N2CCN(Cc3ccccc3)CC2)c1	1	-27	-1	0	-3	18	1	-2
COc1cc(-c2[nH]ncc2CN(C)Cc2nonc2C)cc(OC)c1OC	1	-3	4	-7	-4	-8	0.96	5
CC(=O)N1c2ccc(S(=O)(=O)N3CCCC3C(=O)Nc3cccc(F)c3)cc2CC1C (stereo not given)	0.92	-1	-1	4	8	-20	1	1
Cc1ccc(NC(=O)CN2CCN(S(=O)(=O)c3cccs3)CC2)cc1S(=O)(=O)N(C)C	0.98	0	0	-3	2	2	1	10
COc1ccccc1/C=C1\SC(=S)N(CCC(=O)Nc2ccc(C(=O)O)c(O)c2)C1=O	0.82	35	12	13	18	-43	0.88	-3
CCOc1cc(C(=O)OCc2ccc(C(=O)OC)o2)cc(Br)c1OC	0.91	-2	13	2	9	1	0.87	0
NC(=O)c1ccccc1Nc1nc2nc3ccccc3c(=O)n2cc1Br	0.8	-3	-1	4	20	0	1	-2
CN(Cc1cccs1)C(=O)c1cc(S(=O)(=O)N2CCOCC2)ccc1F	1	-6	-7	-6	-4	1	1.1	1
O=C(NNC(=O)c1ccc(-c2ccccc2)cc1)Nc1ccc(F)cc1F	1	3	2	-8	-3	27	0.98	-1
CCN(Cc1ccc(OC)c(F)c1)C(=O)c1cc2ccccc2o1	1.1	-1	-4	-3	-9	-4	1	6
O=C(Cn1cncn1)N/N=C/c1c2ccccc2cc2ccccc12	1.2	-4	0	-3	-19	-4	1	0
Cn1c(SCC(=O)Nc2ccc(F)cc2)nc2c([nH]c3ccccc32)c1=O	1.1	-7	-12	-3	-12	-5	1.1	0
O=C(Nc1cccc(Cl)c1)Nc1ccc(Cl)cn1	1.1	-2	-13	-7	-5	5	1.1	-2
COc1ccc(-c2cc(C(=O)N/N=C/c3cccnc3)c3ccccc3n2)c(OC)c1	0.99	-1	1	0	1	8	0.99	2
Cc1ccc(S(=O)(=O)CCC(=O)Oc2ccc(-c3nnco3)cc2)cc1	1.1	7	8	-8	-6	-8	0.92	-2
COc1ccc(C(=O)Nc2ccc(-c3nnn(CC(=O)NCc4ccco4)n3)cc2)cc1	1	-5	4	-9	-2	-3	0.96	7
CC1CC(C)(C)CC2(C1)NC(=O)N(CC(=O)N(Cc1ccccc1)c1ccccc1)C2=O (stereo not given)	1.2	10	-3	5	-16	1	1	2
COC(=O)[C@@H]1Cc2c([nH]c3ccccc23)C2CCC(=O)N21 (stereo not given in full)	0.94	2	6	4	6	9	0.94	-4
SMILES	hIAP act	ATG4B inhibitor	mIAP inh	HKDC1 inh	hIAP block	PfG6PD inh	mIAP act	APOBEC3A inh
CC(=O)c1c(C)[nH]c(C(=O)COC(=O)CCCOc2ccccc2)c1C	0.88	5	0	-1	12	-5	1	5
CCCS(=O)(=O)c1nc(S(=O)(=O)c2ccc(C)cc2)c(N2CCC(O)CC2)s1	1.3	-1	-11	-6	-27	-4	1.1	-7
COc1cccc(C(=O)OCC(=O)NCC2CCCO2)c1 (stereo not given)	1.2	0	-3	-8	-21	7	1	4
CN1CCC(=NNC(=O)C(=O)Nc2ccccc2F)CC1	1	-8	-1	-5	0	-3	1	1
CC1COC(Cn2c3ccccc3c3ccccc32)O1 (stereo not given)	0.91	15	-4	-2	10	0	1	1
O=C(C[n+]1cc(-c2ccc(F)cc2)n2c1CCC2)Nc1nc(-c2ccccc2)cs1	0.97	-17	-9	-11	3	10	1.1	0
O=C(CN(Cc1cccs1)C(=O)CSc1nnc(COc2ccccc2)o1)NC1CCCC1	1.1	-7	-10	5	-14	-13	1.1	-1
O=C(CCN1CCN(c2ccccc2F)CC1)Nc1cccc(F)c1	1.1	8	-11	5	-9	-11	1.1	-3
CCOC(=O)N1CCN(S(=O)(=O)Cc2ccccc2)CC1	1	-2	4	1	-3	-7	0.96	1
COc1ccc(CCNC(=O)c2c(-c3ccccc3Cl)noc2C)cc1	1	-10	3	-10	-4	-2	0.97	-1
O=CNNC(=O)c1cccc([N+](=O)[O-])c1	1	-9	-3	-1	-1	7	1	3
Cc1ccc(C)c(OCC(=O)N/N=C/c2c(C)nn(-c3ccccc3)c2Cl)c1	1	/	-10	/	-3	/	1.1	-3
O=C(Nc1nnc(-c2ccc3c(c2)CCCC3)o1)C1COc2ccccc2O1 (stereo not given)	1.1	-8	-2	-6	-6	-24	1	-4
CC1CCN(C(=O)c2ccc3c(c2)NC(=O)/C(=C/c2ccccc2)S3)CC1	0.98	56*	4	2	2	8	0.96	-1
Cc1cc(=O)oc(C)c1C(=O)OCC(=O)c1ccccc1	0.84	0	3	1	16	1	0.97	-7
O=C1NCCC12C(=O)Nc1ccccc12 (stereo not given)	1	-2	2	-1	0	5	0.97	-1
O=C(Nc1ccc2ccccc2c1)c1ccc(NS(=O)(=O)c2ccc(Br)s2)cc1	0.8	-1	4	7	20	-25	0.96	-2
O=c1[nH]c(CSc2ncc(C(F)(F)F)cc2Cl)nc2cc(C(F)(F)F)ccc12	0.86	-6	15	-1	14	-2	0.85	0
CCOCN(C(=O)Cn1c(COC)nc2ccccc21)c1c(C)cccc1CC	1	-14	7	-8	-1	9	0.93	-5
CCOC(=O)c1cc(S(=O)(=O)N2CCCC2)cn1C	0.82	-5	3	-1	18	30	0.97	9
O=C(O)CCCNC(=O)c1ccccn1	0.98	3	7	1	2	-10	0.93	-5
Cc1cc(C(=O)N/N=C/c2ccc([N+](=O)[O-])cc2)c2ccccc2n1	1.1	3	0	-4	-11	-8	1	-2
O=C(/C=C/c1cccc(F)c1)N1CCN(c2ncccn2)CC1	1.1	-4	0	-9	-6	9	1	1
COc1ccccc1NC(=O)C(C)N(C)CC(=O)Nc1cccc2ccccc12 (stereo not given)	1.2	-11	-11	0	-22	8	1.1	2
CCc1nnc(NC(=O)Cn2nc(-c3ccccc3OC)ccc2=O)s1	1.1	5	13	-6	-13	-17	0.87	5

Sorted by SMILES length (ascending): part of the list above.
SMILES	hIAP act	ATG4B inhibitor	mIAP inh	HKDC1 inh	hIAP block	PfG6PD inh	mIAP act	APOBEC3A inh
CCN(Cc1ccc(OC)c(F)c1)C(=O)c1cc2ccccc2o1	1.1	-1	-4	-3	-9	-4	1	6
COc1ccc(-c2cc(C(=O)N/N=C/c3cccnc3)c3ccccc3n2)c(OC)c1	0.99	-1	1	0	1	8	0.99	2
Cc1ccc(NC(=O)CN2CCN(S(=O)(=O)c3cccs3)CC2)cc1S(=O)(=O)N(C)C	0.98	0	0	-3	2	2	1	10

More entries.
SMILES	hIAP act	ATG4B inhibitor	mIAP inh	HKDC1 inh	hIAP block	PfG6PD inh	mIAP act	APOBEC3A inh
CCn1c(=O)[nH]c(=O)c2c(N)c(C(=O)c3ccccc3OC)sc21	0.88	14	11	-7	12	-11	0.89	-4
Cc1c(C(=O)c2ccccc2)c(=O)n(C)c(=O)n1C	1.1	-6	-9	-2	-11	7	1.1	8
Cc1ccc(/C(N)=N/OC(=O)CCc2ccccc2)cc1	0.97	6	2	-7	3	15	0.98	-2
O=C1C=C(c2ccc(O)cc2)C[C@@H](c2ccc(Cl)cc2)C1	1.1	-21	-1	7	-9	5	1	-2
CCOc1ccc(C)cc1S(=O)(=O)n1nc(C)cc1C	0.91	4	-3	4	9	-19	1	-4
CC(CCc1ccccc1)NC(=O)C1CCC1 (stereo not given)	1.1	-1	3	-1	-10	0	0.97	-1
COc1cccc(NC(=O)C2CCCN2S(=O)(=O)c2ccc3c(c2)C(C)(C)C(=O)N3C)c1 (stereo not given)	1.2	-11	-13	-5	-19	26	1.1	0
CCC(C(=O)Nc1c(C)cc(C)cc1C)N1CCCCCC1 (stereo not given)	0.98	10	-2	5	2	-10	1	-4
NNc1nnc2c3cc(F)ccc3n(CCc3ccccc3)c2n1	0.89	-9	12	-7	11	23	0.88	-3
CC(C)Cc1nnc(NC(=O)CCC(=O)N2CCN(c3ccccn3)CC2)s1	0.9	-7	-3	1	10	-5	1	-6
CCCc1ccc(-c2cc(C(=O)N3CCN(c4ccccn4)CC3)c3ccccc3n2)cc1	0.9	-3	14	4	10	14	0.86	-3
CCN(CC(=O)Nc1ccccc1C(F)(F)F)C(=O)CN1C(=O)NC(C)(c2ccccc2)C1=O (stereo not given)	0.85	-5	5	-4	15	3	0.95	-1
COc1ccc(C2c3c(ccc4ccccc34)Oc3ncn4nc(CO/N=C/c5ccccc5)nc4c32)cc1 (stereo not given)	1.1	-3	-1	4	-9	-11	1	2
CCCCn1c(N)c(N(CC(C)C)C(=O)C2CCN(C(=O)c3ccc(F)cc3)CC2)c(=O)[nH]c1=O	1.2	-4	-1	-4	-16	4	1	11
O=C(Nc1ccc(OC(F)(F)F)cc1)C1CCCCN1S(=O)(=O)c1ccccc1 (stereo not given)	0.97	-10	-18	6	3	13	1.2	-1
O=C(CNC(=O)c1ccco1)Nc1cc(Cl)ccc1N1CCOCC1	1.1	5	3	-2	-15	3	0.97	-3
CC(C)(C)c1nc(S(=O)(=O)c2ccc(Cl)cc2)c(N2CCOCC2)o1	0.98	-7	-3	2	2	-17	1	3
CCc1ccc(C(=O)Nc2ccc(OC)c(S(=O)(=O)N3CCCCC3)c2)cc1	1.1	3	-11	0	-12	8	1.1	20
O=C(Nc1ccc(Oc2cccnc2)cc1)C1CCN(Cc2cccc(Cl)c2)CC1	1.9	14	-56	0	-94	-3	1.6	0
O=C(O)/C=C\C(=O)NCc1ccccc1	0.88	-8	-2	-5	12	8	1	-6
CC(=O)Nc1ccc2[nH]ccc2c1	0.96	7	-12	-4	4	2	1.1	-6
CC(OC(=O)CN(C)S(=O)(=O)c1ccc(Cl)cc1)C(=O)Nc1cccc(Cl)c1 (stereo not given)	1	-4	0	-1	0	-4	1	-5
